Assay outcomes from PubChem.
ELG1 DNA repair = qHTS screen for small molecules that inhibit ELG1-dependent DNA repair in human embryonic kidney (HEK293T) cells expressing luciferase-tagged ELG1; actives 2.3% (n = 330,000); HEK293T ELG1-luciferase reporter, luminescence, 16 h; DNA damage induced by 5-fluorouridine; Potency, µM (highest dose often 46.1 µM), without a hit: at the top dose activity change, negative = inhibition, actives largely listed as inhibitors; also: potency is read from the fitted curve at half-maximal effect; % is scaled to controls: 0 for no effect and ±100 for the full control effect; nearly all actives have a fitted effect of over 55% in size
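Quantitative HTS, concentration-response format. 2,000 cells/well co-treated with 5-fluorouridine and compound, 16 hr in 5% CO2 at 37 °C; ONE-Glo luminescence read after 30 min.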
BRCA1 expr act = qHTS Assay to Identify Small Molecule Activators of BRCA1 Expression | AID 624202, 2012 | actives 1.1% (n = 380,000) | Potency, µM (doses to about 46.1 µM), for inactives: at the highest dose activation, hits mostly activators | MCF7-BRCA1-FFLuc reporter, luminescence, 48 h; response scale: scaled: vehicle 0%, 10 µM genistein 100%; also: potency is read from the fitted curve at half-maximal effect; nearly all actives have a fitted effect of over 80% in size; some results filed as inactive show a strong effect at the top dose
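Luminescence from a BRCA1-driven firefly luciferase in MCF7 cells was the read-out, taken 15 min after substrate addition following 48 h compound exposure at 37 °C. Data were normalized to a 10 microM genistein control and DMSO vehicle.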
AT treatment = qHTS Assay for Identifying a Potential Treatment of Ataxia-Telangiectasia; […] A-T fibroblasts, KAP-1 phosphorylation AlphaLISA; neocarzinostatin DNA damage 30 min before lysis; Potency, µM (series often up to 57.5 µM), without a hit: top-dose activation, hits mostly activators; actives 0.19% (n = 320,000); also: potency is read from the fitted curve at half-maximal effect; % of control where 0% means no effect; nearly all actives have a fitted effect of over 45% in size
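hTERT-immortalized A-T patient fibroblasts ([…]), 500 cells/well in OPTI-MEM, 1% FBS, got compounds for 60 min, then NCS for 30 min at 37C. Lysates were then assayed for phospho-KAP-1 by AlphaLISA (anti-pKAP1 donor, anti-KAP1 acceptor beads), 6 hr at 25C.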
TSG101-PTAP inh = qHTS Assay for Iinhibitors of HIV-1 Budding by Blocking the Interaction of PTAP/TSG101; Potency, µM (top dose mostly 115 µM), inactives show top-dose activity change, negative = inhibition, usual class: inhibitors; Tumor susceptibility gene 101 protein (Homo sapiens), Q99816; Fluorescence polarization, FITC-PTAP peptide / Tsg101 binding; 340,000 tested, under 10 active; active = well fitted inhibition curve with a large enough effect in the main read-out, with a control signal flat, not every such curve was filed as active; inconclusive = small, poorly fitted or top-dose-only effect, or effect the other way, or a change in a side signal; inactive = no such curve, though single readings can be large or run the other way; also: potency is read from the fitted curve at half-maximal effect; % of control where 0% means no effect
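Steps: Tsg101 binding domain dispensed (10 uM final), compounds pinned in DMSO, FITC-labeled PTAP-motif peptide added (50 nM final); after 20 min binding at room temperature, polarization measured.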
a7 integrin act = qHTS for Activators of Integrin-Mediated Alleviation for Muscular Dystrophy; alpha7betagal myoblasts, beta-gal FDG fluorescence, 48 h; Potency, µM (top dose mostly 38.3 µM), inactives show top-dose activation, usual class: activators; actives 0.064% (n = 350,000);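 also: potency is read from the fitted curve at half-maximal effect; 100% = response of the positive control SU9516; nearly all actives have a fitted effect of over 60% in size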
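alpha7betagal+/- myoblasts (passage 13, 250/well) treated 48 h at 37C with compounds at 1:260 dilution of DMSO stock. Lysed, then beta-galactosidase activity read as FDG fluorescence (ex 480/em 540) after 30 min, with pre-read for autofluorescence.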
TCR activator = Activators of T cell receptors: qHTS campaign; AID 504894, 2011; 330,000 tested, under 10 active; primary human leukocytes, anti-CD3, IL-2 HTRF, 48 h; Potency, µM (top dose mostly 9.22 µM), for inactives: at the top dose activation of IL-2 secretion, hits mostly activators; also: % of control where 0% means no effect
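Primary human leukocytes receive a-CD3 beads and test compound and are incubated 48 hr. Secreted IL-2 is then assayed by HTRF, measuring 665nm acceptor emission after 320nm excitation of the europium donor.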
TRPV1 ag = HTS Assay for Compounds that Act as Agonists of the Vanilloid Receptor 1 | Transient receptor potential cation channel subfamily V member 1 (Homo sapiens), Q8NER1 | TRPV1-expressing cells, Fluo-8 calcium influx, agonist mode | activation, % at 8.33 µM | actives 0.19% (n = 320,000) | AID 540275, 2011; in the data active = activation above about 80%; inconclusive = between about 30% and that limit; also: 0% is about no effect
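Fluo-8 calcium influx in TRPV1-expressing cells, kinetic read (ex 480/em 520 nm). Compound added and read 3 min for agonist activity, followed by capsaicin at EC20 final and 2 min further read for enhancement.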
p53 reactivation = qHTS assay for re-activators of p53 using a Luc reporter; H1299 p53-A138V BP100-luciferase reporter, luminescence, 24 h; Potency, µM (titrated, usually from 92.2 µM), without a hit: top-dose activity change, positive = activation, usual class: activators; actives 0.063% (n = 320,000); also: potency is read from the fitted curve at half-maximal effect; % of control where 0% means no effect; nearly all actives have a fitted effect of over 45% in size
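H1299 (p53-null), stable ts p53-A138V + BP100-Luc; 1000 cells/well, Opti-MEM/10% FBS; cpd 4 pt, 1:5; 24 h, 37 deg C, 5% CO2; detection reagent 10 min RT; luminescence.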
MLL CXXC-DNA inh = qHTS Fluorescence Polarization Assay for Inhibitors of MLL CXXC domain - DNA interaction; Histone-lysine N-methyltransferase 2A (Homo sapiens), Q03164; MLL-CXXC / FITC-HOXA9 DNA fluorescence polarization; Potency, µM (series often up to 115 µM), without a hit: at the highest dose activity change, negative = inhibition, hits mostly inhibitors; actives 0.037% (n = 290,000); active = well fitted inhibition curve with a large enough effect in the polarisation, with a control signal flat, not every such curve was filed as active; inconclusive = small, poorly fitted or top-dose-only effect, or effect the other way, or a change in a side signal; inactive = no such curve, though single readings can be large or run the other way; the % refers to the polarisation; also: potency is read from the fitted curve at half-maximal effect
Target sequence (Q03164 whole entry, looked up, the tested form may be a part): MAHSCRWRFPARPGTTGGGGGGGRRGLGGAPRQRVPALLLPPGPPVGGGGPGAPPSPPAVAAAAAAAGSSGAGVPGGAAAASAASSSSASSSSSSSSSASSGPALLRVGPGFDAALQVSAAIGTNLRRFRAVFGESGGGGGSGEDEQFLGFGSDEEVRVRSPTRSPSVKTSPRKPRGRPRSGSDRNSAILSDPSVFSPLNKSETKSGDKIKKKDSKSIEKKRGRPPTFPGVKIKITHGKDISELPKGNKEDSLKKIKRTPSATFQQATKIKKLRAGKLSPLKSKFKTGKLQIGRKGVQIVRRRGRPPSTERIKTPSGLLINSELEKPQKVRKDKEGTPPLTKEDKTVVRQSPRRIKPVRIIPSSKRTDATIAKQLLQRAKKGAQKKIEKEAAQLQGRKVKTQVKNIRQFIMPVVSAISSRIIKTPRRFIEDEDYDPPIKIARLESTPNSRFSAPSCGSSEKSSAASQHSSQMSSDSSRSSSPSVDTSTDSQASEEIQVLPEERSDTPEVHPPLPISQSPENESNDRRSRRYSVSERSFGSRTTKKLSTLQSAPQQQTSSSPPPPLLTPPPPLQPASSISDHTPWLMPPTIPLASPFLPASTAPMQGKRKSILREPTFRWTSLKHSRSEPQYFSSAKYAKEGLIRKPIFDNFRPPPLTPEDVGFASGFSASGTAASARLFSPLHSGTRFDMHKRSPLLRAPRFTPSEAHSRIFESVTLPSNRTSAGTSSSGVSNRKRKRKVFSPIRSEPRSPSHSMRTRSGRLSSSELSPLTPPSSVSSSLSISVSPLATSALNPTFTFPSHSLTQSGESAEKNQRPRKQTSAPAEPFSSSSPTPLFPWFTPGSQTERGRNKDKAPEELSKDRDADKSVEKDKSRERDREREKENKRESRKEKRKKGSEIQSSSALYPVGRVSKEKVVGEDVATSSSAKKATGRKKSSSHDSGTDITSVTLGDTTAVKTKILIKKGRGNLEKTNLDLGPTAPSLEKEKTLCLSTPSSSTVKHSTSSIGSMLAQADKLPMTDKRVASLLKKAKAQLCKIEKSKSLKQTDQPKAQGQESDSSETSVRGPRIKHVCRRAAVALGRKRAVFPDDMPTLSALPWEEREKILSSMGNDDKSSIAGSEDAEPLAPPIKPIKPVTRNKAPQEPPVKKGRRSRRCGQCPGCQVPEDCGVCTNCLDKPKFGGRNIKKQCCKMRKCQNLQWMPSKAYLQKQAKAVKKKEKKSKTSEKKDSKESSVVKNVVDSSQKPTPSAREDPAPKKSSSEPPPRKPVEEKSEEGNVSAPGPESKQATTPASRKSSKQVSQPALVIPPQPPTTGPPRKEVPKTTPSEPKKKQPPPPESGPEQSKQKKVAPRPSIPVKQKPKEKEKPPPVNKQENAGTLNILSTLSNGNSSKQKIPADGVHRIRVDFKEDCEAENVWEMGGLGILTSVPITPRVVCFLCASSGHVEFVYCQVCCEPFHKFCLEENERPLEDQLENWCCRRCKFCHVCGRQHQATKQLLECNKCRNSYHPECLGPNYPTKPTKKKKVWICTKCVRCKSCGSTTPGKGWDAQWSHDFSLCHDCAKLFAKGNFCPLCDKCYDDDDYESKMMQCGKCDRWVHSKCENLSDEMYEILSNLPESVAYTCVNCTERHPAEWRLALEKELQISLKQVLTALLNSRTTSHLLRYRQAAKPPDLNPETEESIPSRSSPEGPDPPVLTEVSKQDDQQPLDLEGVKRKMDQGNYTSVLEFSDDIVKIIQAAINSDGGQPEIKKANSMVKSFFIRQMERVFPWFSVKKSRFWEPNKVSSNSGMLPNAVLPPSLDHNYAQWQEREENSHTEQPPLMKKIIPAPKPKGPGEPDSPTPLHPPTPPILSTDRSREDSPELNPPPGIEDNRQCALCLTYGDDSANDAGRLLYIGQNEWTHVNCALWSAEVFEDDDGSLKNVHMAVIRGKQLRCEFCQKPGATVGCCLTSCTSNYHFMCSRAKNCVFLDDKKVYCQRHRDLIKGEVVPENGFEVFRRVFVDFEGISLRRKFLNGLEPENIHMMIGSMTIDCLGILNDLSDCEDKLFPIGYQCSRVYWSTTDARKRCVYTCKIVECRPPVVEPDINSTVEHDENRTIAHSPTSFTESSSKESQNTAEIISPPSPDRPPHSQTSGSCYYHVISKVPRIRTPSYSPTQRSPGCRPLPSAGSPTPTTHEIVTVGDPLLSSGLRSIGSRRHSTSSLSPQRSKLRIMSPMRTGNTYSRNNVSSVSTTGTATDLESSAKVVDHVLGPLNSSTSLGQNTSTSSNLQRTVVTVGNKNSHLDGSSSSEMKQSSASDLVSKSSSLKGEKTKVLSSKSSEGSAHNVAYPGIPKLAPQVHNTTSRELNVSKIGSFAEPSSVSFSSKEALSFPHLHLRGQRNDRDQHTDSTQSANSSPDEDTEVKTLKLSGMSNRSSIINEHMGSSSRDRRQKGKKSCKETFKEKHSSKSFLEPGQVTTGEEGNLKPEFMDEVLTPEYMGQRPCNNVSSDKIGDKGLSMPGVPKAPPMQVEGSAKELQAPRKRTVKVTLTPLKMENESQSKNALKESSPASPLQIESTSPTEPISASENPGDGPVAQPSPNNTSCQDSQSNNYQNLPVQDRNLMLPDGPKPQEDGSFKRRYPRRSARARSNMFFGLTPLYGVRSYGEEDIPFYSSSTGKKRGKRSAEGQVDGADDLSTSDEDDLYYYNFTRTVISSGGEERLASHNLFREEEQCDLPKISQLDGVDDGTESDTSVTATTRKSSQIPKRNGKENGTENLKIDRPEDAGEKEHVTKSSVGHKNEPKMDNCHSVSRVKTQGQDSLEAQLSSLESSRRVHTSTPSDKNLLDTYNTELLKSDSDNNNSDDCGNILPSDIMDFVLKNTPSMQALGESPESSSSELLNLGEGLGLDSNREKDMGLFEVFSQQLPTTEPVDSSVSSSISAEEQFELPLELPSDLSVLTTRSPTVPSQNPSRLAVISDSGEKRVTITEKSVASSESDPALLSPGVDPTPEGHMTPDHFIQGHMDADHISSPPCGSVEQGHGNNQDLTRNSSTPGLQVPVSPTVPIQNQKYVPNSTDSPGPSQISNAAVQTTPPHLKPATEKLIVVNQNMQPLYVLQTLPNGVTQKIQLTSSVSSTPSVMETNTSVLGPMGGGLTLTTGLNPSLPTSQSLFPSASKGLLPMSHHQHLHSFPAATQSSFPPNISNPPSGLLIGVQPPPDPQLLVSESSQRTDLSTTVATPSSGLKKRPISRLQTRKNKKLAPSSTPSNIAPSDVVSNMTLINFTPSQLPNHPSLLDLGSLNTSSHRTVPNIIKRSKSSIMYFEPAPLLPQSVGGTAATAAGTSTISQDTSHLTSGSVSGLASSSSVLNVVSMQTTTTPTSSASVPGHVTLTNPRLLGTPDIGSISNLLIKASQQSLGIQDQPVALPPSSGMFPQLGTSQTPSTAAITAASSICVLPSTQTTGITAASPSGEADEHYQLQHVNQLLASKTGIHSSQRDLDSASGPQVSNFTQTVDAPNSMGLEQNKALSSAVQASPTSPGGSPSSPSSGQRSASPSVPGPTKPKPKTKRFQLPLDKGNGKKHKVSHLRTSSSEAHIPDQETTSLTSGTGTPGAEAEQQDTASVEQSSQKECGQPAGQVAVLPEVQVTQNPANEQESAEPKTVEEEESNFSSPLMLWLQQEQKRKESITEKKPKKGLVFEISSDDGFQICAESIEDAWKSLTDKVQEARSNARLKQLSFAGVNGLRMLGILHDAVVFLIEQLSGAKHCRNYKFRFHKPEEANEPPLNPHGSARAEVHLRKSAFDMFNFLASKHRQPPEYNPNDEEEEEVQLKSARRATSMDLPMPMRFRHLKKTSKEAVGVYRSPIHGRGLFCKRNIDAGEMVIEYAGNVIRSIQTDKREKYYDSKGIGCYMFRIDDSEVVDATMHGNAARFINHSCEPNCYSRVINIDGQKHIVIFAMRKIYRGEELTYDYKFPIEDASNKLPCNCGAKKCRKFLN
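Fluorescence polarization: 7 uM MLL-CXXC (stock) preincubated 5 min with compounds, then 50 nM fluorescein-HOX-A9 DNA (stock) added; 30 min ambient. Buffer 50 mM Tris-HCl pH 7.5, 50 mM NaCl, 1 mM DTT, 0.05% BSA.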
B2AR arrestin = qHTS assay of beta-arrestin-biased ligands of beta2-adrenergic receptor | Beta-2 adrenergic receptor (Homo sapiens), P07550 | actives 0.02% (n = 330,000) | Potency, µM (doses to about 46.1 µM), without a hit: at the highest dose activation, most hits filed as activators | beta-arrestin recruitment to beta2AR, cell-based reporter | AID 492947, 2010;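 also: potency is read from the fitted curve at half-maximal effect; 0% = DMSO controls and full agonism = EC100 isoproterenol or metaproterenol; nearly all actives have a fitted effect of over 65% in size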
* = called active by the depositor; ? = inconclusive; . = no result given; [ ] = dose if it differs, or a comment. Unless noted, calls follow the shape of the dose curve; as a rule, active = well fitted curve in the direction sought with a large enough effect; inconclusive = small, poorly fitted or top-dose-only effect, or another doubt; inactive = no such curve, though single readings can be large; an effect the other way counts as inactive or inconclusive.

| no. | SMILES | ELG1 DNA repair | BRCA1 expr act | AT treatment | TSG101-PTAP inh | a7 integrin act |
| --- | --- | --- | --- | --- | --- | --- |
| 1 | O=C(O)Cc1cn(Cc2cccc(Cl)c2)c2ccccc12 | -6.3% | -6.2% | -7.8% | -3.2% | 17.6% |
| 2 | COc1cc(C(=O)Nc2ccc3c(c2)N(C(=O)CN2CCN(C)CC2)c2ccccc2CC3)cc(OC)c1OC | ? | -38.8% | -3.0% | -19.3% | -3.8% |
| 3 | COc1ccc(CNS(=O)(=O)c2ccc(N3CCCC3)cc2Br)cc1 | -5.6% | 7.1% | 18.5% | 0.2% | 2.5% |
| 4 | Cc1cc(C(=O)NCCCC(=O)O)c(C)o1 | 12.6% | -0.6%[1.84 µM] | 1.9% | 0.5% | 5.9% |
| 5 | CCOc1ccc(NC(=O)CN(C)C(=O)c2cccnc2Sc2ccc(Cl)cc2)cc1OCC | ? | -32.3% | -0.9% | 3.0% | 4.3% |
| 6 | COc1ccc(OC)c(NC(=O)NCCc2cccc(Cl)c2)c1 | ? | 28.1% | 17.8% | -3.6% | 13.0% |
| 7 | Cc1cc(NC(=O)COC(=O)c2cccc(O)c2)no1 | -9.9% | -13.2% | 2.4% | 10.7% | 18.1% |
| 8 | NC1=NC2=C(CCCC2)C2(CCCCC2)S1 | -27.5% | -26.0% | -6.1% | 0.6% | -51.3%[inhibitor] |
| 9 | CCN(C(=O)CSc1nc(-c2ccccc2)c(-c2ccccc2)[nH]1)C1CCS(=O)(=O)C1 (centres undefined) | ? | -23.5% | 0.9% | -3.5% | 8.3% |
| 10 | Cc1ccccc1C(=O)NC1CCN(CC(=O)Nc2nccs2)CC1 | 2.7% | 2.3% | 0.9% | -3.6% | -9.1%[7.66 µM] |
| 11 | Cc1cc(F)ccc1NC(=O)C1CCN(C(=O)Nc2ccccc2)CC1 | -2.2% | -5.4% | -12.0% | 1.6% | -49.2%[inhibitor] |
| 12 | COc1ccccc1NC(=O)c1cccs1 | ? | -14.2% | 1.5% | -1.7% | ? |

| no. | TCR activator | TRPV1 ag | p53 reactivation | MLL CXXC-DNA inh | B2AR arrestin |
| --- | --- | --- | --- | --- | --- |
| 1 | -8.6% | 2.8 | 1.5% | 1.2% | 0.2% |
| 2 | 6.7% | . | -5.1% | -8.0% | -0.3% |
| 3 | 3.4%[46.1 µM] | . | -1.9% | . | -0.3% |
| 4 | 5.6% | 0.7 | 2.9% | -0.9% | 0.1% |
| 5 | -1.6% | 3.3 | 5.2% | . | 0.2% |
| 6 | -7.6% | -8.3 | 11.8% | 7.9% | -0.4% |
| 7 | 1.5% | 3.2 | -2.3% | 2.2% | -0.4% |
| 8 | 5.0% | -3.6 | 6.8% | 21.3% | 0.1% |
| 9 | 4.3% | -4.0 | -8.5% | 1.1% | -0.4% |
| 10 | -3.0% | 2.0 | 8.2% | 16.4% | 0.0% |
| 11 | . | 11.2 | 6.2% | . | 1.0% |
| 12 | 5.2% | -0.2 | ? | -4.5% | -0.3% |

Later entries:
| no. | SMILES | ELG1 DNA repair | BRCA1 expr act | AT treatment | TSG101-PTAP inh | a7 integrin act |
| --- | --- | --- | --- | --- | --- | --- |
| 13 | Cc1ccc(NC(=S)N(CCCN2CCCC2)Cc2cccn2Cc2ccc(Cl)cc2)cc1Cl | -0.8% | 0.8% | 4.2% | 0.6% | -57.5%[inhibitor] |
| 14 | COc1ccc(C)cc1NC(=O)NC(C)c1ccncc1 (centres undefined) | -7.7% | -24.2% | 9.1% | -6.3% | -10.6% |
| 15 | COc1ccccc1CCNS(=O)(=O)CCNC(=O)c1ccccc1 | -8.7% | -29.6% | 16.0% | -2.6% | 8.6% |
| 16 | Cc1ccc(NS(=O)(=O)c2c(C)[nH]c(=O)[nH]c2=O)cc1C | 0.5% | -6.3% | . | -16.3% | 5.7% |
| 17 | CC1CCN(S(=O)(=O)c2ccc3c(c2)N(CC(=O)NCc2cccnc2)C(=O)CS3)CC1 | -0.8% | 47.4% | -6.0% | -3.6% | 41.8% |
| 18 | CCOCC(=O)Nc1cc(C(F)(F)F)ccc1Oc1cccc(Br)c1 | -6.5% | -14.8% | 15.3% | -1.6% | 2.6% |
| 19 | COCCOC(=O)c1nccnc1C(=O)Nc1ccc(S(=O)(=O)N2CCOCC2)cc1 | -1.9% | -6.5% | 7.6% | -2.2% | 0.2% |
| 20 | Cc1ccc(S(=O)(=O)N(C)C)cc1NC(=O)COC(=O)CSc1ccccc1 | 21.9% | 0.6% | -1.3% | -1.7% | -1.7% |
| 21 | COc1ccc(NC(=O)CSc2nnc(-c3ccccc3Cl)n2Cc2ccco2)c(OC)c1 | ? | -27.8% | 1.4% | -8.0% | 21.1% |
| 22 | CC(=O)N1[C@H](Cc2ccccc2)C=C[C@]1(C)C(=O)NCCc1c[nH]c2ccccc12 | -1.6% | 0.6% | -4.9% | -0.9% | 10.0% |
| 23 | CCOC(=O)c1sc(=S)sc1SCc1cccc(C(F)(F)F)c1 | -16.8% | -15.0% | 1.9% | -6.2% | -13.0% |
| 24 | Cc1cc(C)n(-c2cc(N3CCN(C(=O)c4cccc(F)c4)CC3)ccc2[N+](=O)[O-])n1 | 20.6µM* | -12.9% | -15.6% | -5.0% | -21.3% |

| no. | TCR activator | TRPV1 ag | p53 reactivation | MLL CXXC-DNA inh | B2AR arrestin |
| --- | --- | --- | --- | --- | --- |
| 13 | -30.8% | -2.0 | 6.7% | 16.7% | 0.4% |
| 14 | -2.1% | 1.7 | 11.0% | -1.2% | 0.4% |
| 15 | -5.9% | 3.3 | -1.4% | . | -0.2% |
| 16 | -3.0% | -5.0 | -3.9% | 4.3% | 0.1% |
| 17 | -6.9% | -2.7 | -6.3% | 1.0% | -2.0% |
| 18 | 4.8% | 28.1 | -2.1% | -0.7% | 0.4% |
| 19 | 3.2% | 0.3 | -1.9% | -0.3% | -0.7% |
| 20 | -4.6% | -0.9 | 2.5% | . | -0.2% |
| 21 | -24.2% | 5.7 | -4.2% | 2.7% | -0.1% |
| 22 | 0.1% | 1.3 | 5.2% | 4.2% | -0.9% |
| 23 | -1.8% | -2.7 | 1.2% | -0.1% | 0.1% |
| 24 | -3.6% | 6.8 | -17.3% | 0.7% | -0.4% |
